High-throughput results from PubChem BioAssay.
HT1080 IDH1KD tx: kills HT-1080 cells with IDH1 knockdown; hit rate 2% among 360,000; Potency, µM (highest dose often 46.1 µM), for inactives: at the highest dose activity, negative = toxicity, actives largely listed as cytotoxic; HT-1080 IDH1 knockdown viability, ATP luminescence, 48 h;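 also: potency is read from the fitted curve at half-maximal effect; 0% = DMSO wells and -100% = cell-free medium wells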
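In this qHTS, HT-1080 cells depleted of IDH1 are exposed for 48 h at 37 °C to compound titrations. Toxicity is scored from CellTiter-Glo luminescence, with DMSO as full viability and medium alone as none.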
MCF10A rereplic: inducers of DNA re-replication in MCF 10A breast cells; MCF 10A DNA re-replication, Hoechst nuclear intensity, 48 h; Potency, µM (top dose mostly 46.1 µM), for the others: top-dose activity, positive = re-replication, hits mostly activators; hit rate 2.9% among 350,000; AID 624296; also: potency is read from the fitted curve at half-maximal effect; % of control where 0% means no effect; nearly all actives have a fitted effect of over 50% in size
GLP1R cytotox: cytotoxicity counter-screen for GLP-1 receptor inverse agonists | hit rate 0.13% among 410,000 | Potency, µM (highest dose often 38.3 µM), for inactives: top-dose activity change, negative = inhibition, most hits filed as inhibitors | HEK293 cAMP-luciferase reporter cells, luminescence, 24 h | AID 624418;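 also: loss of luciferase light is scored as toxicity; potency is read from the fitted curve at half-maximal effect; % is scaled to controls: 0 for no effect and ±100 for the full control effect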
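Here, cytotoxicity is scored as loss of luminescence. The MLSMR collection was tested on cells seeded in medium containing 10% Nu serum, with a 24 hr compound exposure preceded by 12 hours of culture.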
SW480 rerep: induces DNA re-replication in SW480 colon adenocarcinoma cells | SW480 DNA re-replication, Hoechst DNA content imaging, 48 h | Potency, µM (highest dose often 46.1 µM), inactives show at the top dose re-replication activation, hits mostly activators | hit rate 1.8% among 340,000; also: potency is read from the fitted curve at half-maximal effect; % of control where 0% means no effect; nearly all actives have a fitted effect of over 55% in size
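Treated cells incubate 48 hr (37 C, 5% CO2), are stained 40 min with Hoechst, and nuclear fluorescence is enumerated; a rise in nuclei with high DNA signal marks re-replication.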
KB-V1 MDR tox: kills drug-selected multidrug resistant KB-V1 cells; AID 1347076; Potency, µM (doses to about 46.1 µM), for the others: top-dose activity change, negative = cytotoxicity, actives largely listed as cytotoxic; KB-V1 MDR cells viability, CellTiter-Glo, 72 h; hit rate 3.4% among 400,000; also: potency is read from the fitted curve at half-maximal effect; % is scaled to controls: 0 for no effect and ±100 for the full control effect; nearly all actives have a fitted effect of over 60% in size
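qHTS viability screen in drug-selected KB-V1 MDR cells: 72 h compound treatment at 37 degrees C, ATP luminescence end point.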
KB-3-1 cytotox: kills parental KB-3-1 adenocarcinoma cells; KB-3-1 viability, CellTiter-Glo ATP luminescence, 72 h; AID 1347075; Potency, µM (titrated, usually from 46.1 µM), for the others: top-dose activity change, negative = cytotoxic, hits mostly cytotoxic; hit rate 1.4% among 400,000; also: potency is read from the fitted curve at half-maximal effect; % is scaled to controls: 0 for no effect and ±100 for the full control effect; nearly all actives have a fitted effect of over 60% in size
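Cytotoxicity measured as CellTiter-Glo luminescence after 72 h at 37 C. Compound titrations were pinned onto drug-naive KB-3-1 parental adenocarcinoma cells grown in DMEM with 10% FBS, and normalized data fitted to concentration-response curves.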
IL-1B inflam inh: inhibitors of inflammasome signaling (IL-1 beta secretion). activity change, % at 57.5 µM. THP-1 LPS/ATP IL-1B secretion, AlphaLISA, 16 h; stronger effect = lower value. hit rate 4.7% among 360,000; in the data active = activity change below about -50%; inconclusive = mostly about -30% to -49%; also: % is scaled to controls: 0 for no effect and ±100 for the full control effect
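THP-1 cells pretreated 1 hr with compounds (up to 57.5 uM final), then stimulated with LPS (250 ng/mL final) plus ATP (1.25 mM final); secreted IL-1B measured by AlphaLISA after 16 hr, decreased signal indicating inhibition.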
D3 ag: activates the human D3 dopamine receptor; hit rate 0.58% among 410,000; AID 652048; P35462; D3R DiscoveRx beta-arrestin cells, luminescence, 90 min; max activation, %; in the data active = max activation above about 30%; also: 0% is about no effect; mostly tested at two doses, the higher about 12 µM
Target sequence (P35462 whole entry, looked up): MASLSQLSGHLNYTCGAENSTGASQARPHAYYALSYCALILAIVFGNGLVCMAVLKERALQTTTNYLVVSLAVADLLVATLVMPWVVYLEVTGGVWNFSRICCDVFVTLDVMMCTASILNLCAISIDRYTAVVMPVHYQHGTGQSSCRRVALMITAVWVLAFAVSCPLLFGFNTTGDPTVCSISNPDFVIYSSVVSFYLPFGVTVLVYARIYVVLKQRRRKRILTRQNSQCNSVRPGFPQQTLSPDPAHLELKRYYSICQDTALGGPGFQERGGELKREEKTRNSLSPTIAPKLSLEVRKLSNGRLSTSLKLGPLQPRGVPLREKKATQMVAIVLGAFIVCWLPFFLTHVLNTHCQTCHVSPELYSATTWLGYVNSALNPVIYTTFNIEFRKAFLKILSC
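Agonist mode: compounds and dopamine controls were applied to plated cells for 90 min at 37 degrees C after an overnight attachment at 1500 cells/well. Luminescent read-out followed 30 - 60 minutes at room temperature with DiscoveRx detection reagent.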
HT1080-NT tox: kills 2HG-producing HT-1080-NT fibrosarcoma cells; HT-1080-NT fibrosarcoma viability, CellTiter-Glo ATP luminescence, 48 h; Potency, µM (series often up to 46.1 µM), without a hit: top-dose activity, negative = less viability, usual class: cytotoxic; hit rate 1.6% among 360,000; AID 686970;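 also: NT is the 2HG producing partner of a matched IDH1 knockdown line; potency is read from the fitted curve at half-maximal effect; 0% = DMSO-treated cells and -100% = media-only wells without cells; nearly all actives have a fitted effect of over 55% in size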
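Fibrosarcoma NT cells, 750 per well in 5% FBS RPMI, were exposed to compound for 48 hours. Viability: CellTiter-Glo luminescence.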
* marks the source's active call; other numbers are inactive results; ? = inconclusive; / = not tested or not shown; [ ] = another dose, or the depositor's remark. Unless noted, calls follow the shape of the dose curve; as a rule, active = well fitted curve in the direction sought with a large enough effect; inconclusive = small, poorly fitted or top-dose-only effect, or another doubt; inactive = no such curve, though single readings can be large; an effect the other way counts as inactive or inconclusive.

(1) Cc1cc(/C=C2\NC(=S)N(C)C2=O)ccc1N1CCCC1
(2) COc1ccc(C/C(N)=N/OC(=O)C(c2ccccc2)c2ccccc2)cc1OC
(3) Cn1cccc1/C=N/N1CCN(c2ccccn2)CC1
(4) Cn1c[n+](C)cc1/C=N/O
(5) O=C(NC1CCCC1)C1c2ccccc2OCC(=O)N1Cc1ccccc1 (configuration not stated)
(6) CC(C)Oc1ccc(CNC(=O)Cn2c(-c3cccs3)cc3ccccc32)cc1
(7) COc1cc(C(=O)Nc2ccc(S(=O)(=O)N3CCCCC3)cc2)ccc1OCC(=O)N1CCOCC1
(8) CN(CCOc1ccccc1)CC(=O)Nc1ccc([N+](=O)[O-])cc1Cl
(9) Clc1ccc(-c2nc3c4ccccc4ccn3c2Cc2cccc(Cl)c2)cc1
(10) O=C(NCCNC(=O)C1CC2CCC1C2)C1CC2CCC1C2 (configuration not stated)
assay / compound,1,2,3,4,5,6,7,8,9,10
HT1080 IDH1KD tx,8%,-2%,24%,7%,4%,/,13%,-25%,1%,-7%
MCF10A rereplic,2%,-5%,2%,5%,/,/,-4%,7%,/,3%
GLP1R cytotox,?,2%,2%,-6%,4%,4%,-24%,10%,2%,13%
SW480 rerep,17%,0%,3%,-3%,/,/,-8%,-2%,/,0%
KB-V1 MDR tox,-11%,0%,-1%,19%,-7%,-2%,0%,?,?,1%
KB-3-1 cytotox,-28%,-9%,10%,5%,8%,-15%,4%,18%,-18%,5%
IL-1B inflam inh,-8,8,0,20,28,/,31,?,53,19
D3 ag,0,1,1,10,3,9,2,-14,3,-1
HT1080-NT tox,8%,6%,22%,5%,16%,/,8%,-29%,1%,-5%

(11) Cc1ccc(CNC(=O)CSc2ccc(-c3ccccn3)nn2)cc1
(12) O=C(NNc1cccc(Cl)n1)c1cccnc1Cl
(13) CCOC(=O)[C@H](O)[C@@H](O)c1cccc([C@H](O)[C@@H](O)C(=O)OCC)c1
(14) COc1ccc(OCCCC(=O)OC(C)C(=O)Nc2cccc(C(C)=O)c2)cc1 (configuration not stated)
(15) CC1(C)Oc2ccc(C(=O)NC3CCCC3)cc2N(CC(=O)NC2CCCC2)C1=O
(16) CC(C)CCN1CCN(Cc2cccc(-n3cccn3)c2)CC1CCO (configuration not stated)
(17) CCOC(=O)C1=C(C)N=C2SC(CC)C(=O)N2C1c1cccc(F)c1 (configuration not stated)
(18) COC(=O)C1=NNC2(c3ccc(C)cc3)C(=O)N(c3cccc(C)c3C)C(=O)C12 (configuration not stated)
(19) COc1ccc2nc(SCCOC(=O)Nc3ccc(Cl)cc3)nc(C)c2c1
(20) CCCN(Cc1ccccc1)S(=O)(=O)c1ccc(N2C(=O)CCC2=O)cc1
assay / compound,11,12,13,14,15,16,17,18,19,20
HT1080 IDH1KD tx,-13%,1%,6%,-6%,1%,-2%,0%,3%,-22%,11%
MCF10A rereplic,9%,-1%,9%,12%,-3%,1%,15%,-9%,?,3%
GLP1R cytotox,-3%,3%,4%,1%,6%,-9%,-6%,-9%,8%,-2%
SW480 rerep,16%,-9%,?,7%,1%,1%,5%,-97%[inhibitor],-105%[inhibitor],-5%
KB-V1 MDR tox,?,-9%,6%,-8%,-14%,-1%,4%,?,15µM*,12%
KB-3-1 cytotox,-8%,0%,6%,14%,15%,-3%,7%,-4%,?,-1%
IL-1B inflam inh,36,-1,5,0,1,9,0,10,19,11
D3 ag,14,-1,-8,-10,-5,-14,-2,-4,0,-11
HT1080-NT tox,-2%,4%,-2%,-7%,-1%,0%,11%,0%,-8%,5%

(21) Cc1ccc(CSCC(=O)N(C)CC(=O)Nc2ccccc2C(F)(F)F)cc1
(22) O=C(Nc1cccnc1)c1cccnc1Cl
(23) Nc1ccc(Cc2ccc(N)c(O)c2)cc1O
(24) COc1ccc(NC(=O)c2c[nH]c(=O)n(-c3ccc(C)c(C)c3)c2=O)cc1OC
(25) CCOC(=O)c1ccccc1NC(=O)COC(=O)c1ccc(OCC(=O)N2CCOCC2)c(OCC)c1
(26) O=C(O)c1ccccc1NSc1ccccc1[N+](=O)[O-]
(27) CCN(CC(=O)Nc1c(F)cccc1F)C(=O)CSC(=S)N1CCCC1
(28) CCOC(=O)c1cccc(C2=CC(=O)C[C@H](c3ccc(OC)cc3)C2)c1
(29) Cc1ccc(CNC(=O)OC2CC3CC2[C@H]2CCCCN2C3=O)cc1 (some centres not stated)
(30) COc1ccc(N(CC(=O)NCCOc2ccccc2)S(=O)(=O)c2ccc(C)cc2)cc1
assay / compound,21,22,23,24,25,26,27,28,29,30
HT1080 IDH1KD tx,4%,10%,-22%,-1%,16%,-15%,10%,0%,12%,-3%
MCF10A rereplic,12%,0%,-38%[inhibitor],-6%,1%,-3%,-1%,?,/,-9%
GLP1R cytotox,18%,-13%,?,3%,1%,-18%,-42%,-4%,4%,3%
SW480 rerep,3%,-1%,5%,-9%,-3%,3%,-6%,3%,/,0%
KB-V1 MDR tox,?,?,5%,29%,2.6µM*,7%,-6%,14%,-6%,?
KB-3-1 cytotox,2%,19%,-2%,18%,-17%,-3%,-18%,0%,0%,1%
IL-1B inflam inh,9,-2,6,-9,17,34,16,21,12,-22
D3 ag,5,-4,4,7,17,-3,2,3,-7,-13
HT1080-NT tox,5%,3%,-28%,-1%,0%,0%,1%,-2%,18%,-4%

Full records, quoted from the list. Screens in order: HT1080 IDH1KD tx | MCF10A rereplic | GLP1R cytotox | SW480 rerep | KB-V1 MDR tox | KB-3-1 cytotox | IL-1B inflam inh | D3 ag | HT1080-NT tox
Nc1ccc(Cc2ccc(N)c(O)c2)cc1O is listed as -22% | -38%[inhibitor] | ? | 5% | 5% | -2% | 6 | 4 | -28%
COc1ccc(N(CC(=O)NCCOc2ccccc2)S(=O)(=O)c2ccc(C)cc2)cc1 is listed as -3% | -9% | 3% | 0% | ? | 1% | -22 | -13 | -4%
CCOC(=O)c1cccc(C2=CC(=O)C[C@H](c3ccc(OC)cc3)C2)c1 is listed as 0% | ? | -4% | 3% | 14% | 0% | 21 | 3 | -2%

Further records
(31) C[C@@H]1CCCCO[C@@H](CN(C)S(=O)(=O)c2cn(C)cn2)[C@@H](C)CN([C@H](C)CO)C(=O)c2cc(N(C)C)ccc2O1
(32) CC(C)c1ccc(NC(=O)CCNS(=O)(=O)c2ccc3c(c2)oc(=O)n3C)cc1
(33) NCCCC[C@@H]1NC(=O)c2cc([N+](=O)[O-])cc(I)c2SC[C@@H](C(=O)NCC(N)=O)NC(=O)CNC1=O
(34) CNC(=O)CC1C(=O)N(c2ccc(Cl)cc2)C(=S)N1NC(=O)c1cccc(F)c1 (configuration not stated)
(35) N/C(=N\OC(=O)c1ccco1)c1ccccc1
(36) CN(C)C(=O)C1C2NC(=S)N(c3cccc(Cl)c3)C1(C)Oc1ccc(Cl)cc12 (configuration not stated)
(37) COc1ccc(Nc2nc3c(C)cccn3c(=O)c2C=O)cc1
(38) Cc1ccccc1N1CCN(C2CCCN(C(=O)CCc3c(C)noc3C)C2)CC1 (configuration not stated)
(39) COc1cccc(CC(=O)N2CCCC(CO)(Cc3ccc(F)cc3F)C2)c1 (configuration not stated)
(40) Nc1c(C(=O)OCC(=O)Nc2ccc(Cl)cc2[N+](=O)[O-])[nH]c(=O)[nH]c1=O
assay / compound,31,32,33,34,35,36,37,38,39,40
HT1080 IDH1KD tx,4%,/,6%,15%,-1%,-23%,14%,1%,3%,-2%
MCF10A rereplic,/,/,3%,3%,?,-26%,-2%,21%,12%,23µM*
GLP1R cytotox,-23%,1%,13%,-11%,7%,-4%,3%,3%,4%,3%
SW480 rerep,/,/,-2%,-17%,?,-39%[1.84 µM],8%,7%,1%,-2%
KB-V1 MDR tox,9%,?,-16%,0%,0%,1%,-7%,/,?,-25%
KB-3-1 cytotox,16%,12%,4%,0%,?,-6%,?,/,-13%,-8%
IL-1B inflam inh,20,/,30,-5,13,?,-7,-3,-10,-3
D3 ag,0,7,-1,-1,16,7,3,-27,-3,0
HT1080-NT tox,13%,/,-3%,0%,3%,-26%,12%,-3%,-2%,0%

A second format for two compounds above:
entry	SMILES	HT1080 IDH1KD tx	MCF10A rereplic	GLP1R cytotox	SW480 rerep	KB-V1 MDR tox	KB-3-1 cytotox	IL-1B inflam inh	D3 ag	HT1080-NT tox
39	COc1cccc(CC(=O)N2CCCC(CO)(Cc3ccc(F)cc3F)C2)c1 (configuration not stated)	3%	12%	4%	1%	?	-13%	-10	-3	-2%
34	CNC(=O)CC1C(=O)N(c2ccc(Cl)cc2)C(=S)N1NC(=O)c1cccc(F)c1 (configuration not stated)	15%	3%	-11%	-17%	0%	0%	-5	-1	0%

Next section:
(41) Cc1csc(N/N=C/c2ccccc2F)n1
(42) COc1ccc(NC(=O)CSc2n[nH]c(-c3ccccc3)n2)cc1S(N)(=O)=O
(43) CCCS(=O)(=O)N1CCN(CC2CC3C=CC2C3)CC1 (configuration not stated)
(44) COc1ccccc1-c1nnc(SCC(=O)c2ccc(Cl)cc2)n1-c1ccccc1
(45) CCCCNC(=O)C1(c2ccc(OC)cc2)CCOCC1
(46) COc1ccc(OC)c(NC(=O)CSc2nc3ccccc3c(=O)n2CC2CCCO2)c1 (configuration not stated)
(47) CCOC(=O)C1(CC2CC2)CCN(Cc2ccc3cccc(F)c3n2)CC1
(48) Cc1ccc(S(=O)(=O)N2CCC(C(=O)OCC(=O)N(C)C3CCCCC3)CC2)cc1C
assay / compound,41,42,43,44,45,46,47,48
HT1080 IDH1KD tx,-15%,4%,9%,/,14%,-15%,-7%,14%
MCF10A rereplic,7%,-1%,-2%,/,2%,2%,?,3%
GLP1R cytotox,-14%,-2%,8%,-19%,1%,-2%,-13%,5%
SW480 rerep,-1%,0%,1%,/,1%,-1%,-3%,-8%
KB-V1 MDR tox,0%,0%,-4%,?,-24%,-15%,?,11%
KB-3-1 cytotox,-4%,28%,-5%,-26%,15%,-3%,-26%,6%
IL-1B inflam inh,42,1,21,/,22,-22,?,7
D3 ag,2,-7,-6,-3,10,-12,-19,2
HT1080-NT tox,-18%,4%,3%,/,-1%,0%,5%,18%
